SENP7 inh: SENP7 protease inhibition; recombinant SENP7, Z-RLRGG-aminoluciferin luminescence, 40 min; inhibition, % at 5 µM; 330,000 tested, 1.5% active;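 active = inhibition above about 50% at the single test dose, limit read from the data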;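 note: plate controls were DMSO with enzyme for no effect and no enzyme buffer wells for full effect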
Gli-Sufu antag: antagonists of Gli-Sufu signaling; Sufu-KO-LIGHT fibroblasts, Gli luciferase reporter luminescence; inhibition, % at 5 µM; 340,000 tested, 0.74% active; AID 588413;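 active = inhibition above about 55%, limit read from the data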;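 note: 0% = DMSO-treated cells and 100% = wells with medium but no cells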
Apaf-1 inh: human Apaf-1 inhibition | reconstituted apoptosome caspase-3 activity, DEVD-Rh110 fluorescence | inhibition, % at 20 µM | 330,000 tested, 0.71% active; active = inhibition of at least 40% at 20 µM;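 note: plate controls were DMSO wells for no effect and DEVD-CHO caspase inhibitor wells for full effect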
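Medium: Hepes buffer, pH 7.5 / System: biochemical Apaf-1 apoptosome reconstitution / Measured by: Rh110 fluorescence, excitation 480 nm, emission 540 nm / Times: compound with Apaf-1, dATP, procaspase-3 30 min, then 50 min reaction, room temperature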
697 NFkB inh: inhibitors of the PMA/ionomycin-induced NF-kB reporter in 697 B cells | 697 B-cell NF-kB luciferase reporter, 16 h | inhibition, % at 4 µM | 330,000 tested, 0.33% active; in the data active = inhibition above about 35%
HKDC1 inhibitor: blocks human hexokinase HKDC1 activity. recombinant HKDC1, G6PDH/diaphorase resazurin coupled fluorescence. AID 493160. 340,000 tested, 0.16% active. Q2TB90. inhibition, % at 20 µM;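 active = inhibition above about 35% when tested at 20 µM, limit read from the data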;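 note: plate controls were DMSO wells with enzyme for no effect and DMSO wells lacking enzyme for full effect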
Target sequence (Q2TB90 whole entry, looked up): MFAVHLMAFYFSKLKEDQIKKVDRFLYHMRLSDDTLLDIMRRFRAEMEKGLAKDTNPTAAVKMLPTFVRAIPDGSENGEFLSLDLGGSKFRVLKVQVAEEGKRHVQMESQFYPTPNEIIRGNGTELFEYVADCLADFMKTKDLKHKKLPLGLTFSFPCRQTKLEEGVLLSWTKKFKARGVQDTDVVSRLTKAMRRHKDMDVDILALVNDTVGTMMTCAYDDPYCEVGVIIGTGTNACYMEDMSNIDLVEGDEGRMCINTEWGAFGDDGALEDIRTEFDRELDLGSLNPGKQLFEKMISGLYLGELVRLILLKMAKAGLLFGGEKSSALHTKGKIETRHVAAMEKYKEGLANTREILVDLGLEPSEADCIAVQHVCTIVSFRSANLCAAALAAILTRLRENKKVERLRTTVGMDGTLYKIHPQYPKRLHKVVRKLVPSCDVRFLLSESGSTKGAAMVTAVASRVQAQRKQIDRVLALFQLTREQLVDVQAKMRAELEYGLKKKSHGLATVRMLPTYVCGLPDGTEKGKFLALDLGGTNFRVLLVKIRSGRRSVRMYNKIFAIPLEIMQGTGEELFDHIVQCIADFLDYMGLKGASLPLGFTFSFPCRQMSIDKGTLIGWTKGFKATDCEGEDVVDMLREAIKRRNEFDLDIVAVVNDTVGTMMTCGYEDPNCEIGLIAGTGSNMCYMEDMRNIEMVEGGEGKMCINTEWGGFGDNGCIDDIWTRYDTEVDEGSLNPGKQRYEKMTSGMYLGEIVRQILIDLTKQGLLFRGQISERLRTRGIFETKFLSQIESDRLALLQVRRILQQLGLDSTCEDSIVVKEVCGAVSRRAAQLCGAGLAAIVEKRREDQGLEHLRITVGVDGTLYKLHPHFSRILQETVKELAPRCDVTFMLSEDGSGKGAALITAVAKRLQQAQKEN
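Assay system – recombinant HKDC1 (HK5) hexokinase enzyme, produced in-house · Input – HKDC1 at 5 µg/mL · Reagent – glucose plus 1 mM ATP as hexokinase substrates · Timing – 90 min reaction incubation at room temperature, dark · Measured by – G6PDH/diaphorase-coupled fluorescence, 1 mM NADP, 100 µM resazurin, 525/613 nm · Benchmarks – DMSO-enzyme wells negative, buffer-substituted wells positive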
Jurkat NFkB inh: inhibitors of the PMA/ionomycin-induced NF-kB reporter in Jurkat cells; PMA/ionomycin-induced NF-kB luciferase reporter, luminescence; inhibition, % at 4 µM; 330,000 tested, 0.53% active; AID 435003
UBC13 inh: blocks human UBC13 polyubiquitin chain formation. inhibition, % at 20 µM. TR-FRET. 330,000 tested, 0.47% active; in the data active = inhibition above about 45%, passing the limit was not always enough
Target sequence (P61088 whole entry, looked up): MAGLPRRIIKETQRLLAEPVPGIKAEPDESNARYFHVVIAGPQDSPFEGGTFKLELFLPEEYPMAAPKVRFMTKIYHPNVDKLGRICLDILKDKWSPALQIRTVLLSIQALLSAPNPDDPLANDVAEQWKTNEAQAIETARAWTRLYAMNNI
SENP8 block: blocks the human protease SENP8 | AID 2540 | inhibition, % at 10 µM | Q96LD8 | 330,000 tested, 1.2% active | purified SENP8, Z-RLRGG-aminoluciferin cleavage, luminescence
The depositor's hits bear a star; · = no result given. Cut-off read from the data, not from the text of the source, unless noted: active = inhibition above about 50%; inactive = the rest.

Every second line gives: SENP7 inh	Gli-Sufu antag	Apaf-1 inh	697 NFkB inh	HKDC1 inhibitor	Jurkat NFkB inh	UBC13 inh	SENP8 block
- CCOc1ccc(CC2CCC(=O)NC2=O)cc1 (configuration not stated)
→ 12.4	-2.6	-0.6	9.4	-10.7	-15.9	1.2	1.9
- COc1ccc(NC(=O)COC(=O)c2c3c(nc4ccccc24)CCCC3)cc1
→ -3.9	35.5	14.7	-4.9	0.5	8.0	1.7	-5.8
- Cc1c(C(=O)NC2CCCc3ccccc32)oc2ccc(S(=O)(=O)N3CCOCC3)cc12 (configuration not stated)
→ -2.9	14.6	22.5	-47.8	0.8	-4.8	-0.7	-0.9
- COC(=O)[C@@H](NC(=O)Nc1ccc2c(c1)OCCO2)C(C)C
→ -9.8	11.2	-0.2	1.8	-4.6	-3.0	-2.9	-7.4
- Cc1ccc2oc(C(=O)NCc3ncc(C)[nH]3)c(C)c2c1
→ 16.3	2.1	13.8	-30.1	3.5	40.8	-7.8	-10.2
- O=C(CN1C(=O)c2ccc([N+](=O)[O-])cc2C1=O)NCc1ccco1
→ -5.1	-1.1	-13.6	-0.6	-9.0	-0.5	1.1	-0.4
- O=S(=O)(Nc1nc(SCc2ccc(Cl)cc2)n[nH]1)c1ccc(F)cc1
→ -1.2	1.1	12.5	-3.9	3.3	2.4	12.9	-4.4
- CC1(C)Cc2ccccc2-c2nc(CN3CCOCC3)[nH]c(=O)c21
→ 3.2	2.0	-1.2	0.4	4.9	-17.6	-5.3	-6.9
- CCCCNC(=O)CC(C(=O)N1CCc2ccccc21)n1ccnc1 (configuration not stated)
→ 3.6	-1.4	-5.5	18.7	-6.2	1.7	-4.3	5.1
- CCCn1cc(S(=O)(=O)CC(=O)NC2CCCCC2)c2ccccc21
→ -1.8	-3.1	-15.1	15.3	-13.6	-7.6	4.6	-1.6
- CC(Oc1ccc(Cl)cc1Cl)C(=O)NC1CCSC1=O (configuration not stated)
→ 0.6	4.7	-4.3	12.5	-7.0	2.8	-5.8	-2.3
- Cn1sc(NC(=O)c2ccc(Cl)cc2)nc1=O
→ 80.7*	-95.3	11.1	-81.9	-4.6	-44.1	-2.8	66.7*
- CCOC(=O)C1CCN(S(=O)(=O)c2ccc(Cl)s2)CC1
→ 6.8	-5.2	1.7	16.0	-3.4	11.8	4.1	5.5
- C#CCOC(=O)/C(=C/C=C/c1ccccc1)NC(=O)c1ccccc1
→ -2.0	-5.0	1.9	10.7	-2.5	6.2	-5.3	2.0
- CC1CCc2c(sc(NC(=O)COC(=O)c3ccc(NC(=O)CC#N)cc3)c2C#N)C1 (configuration not stated)
→ 12.9	-23.8	22.5	-9.4	1.6	-16.8	-16.2	-8.9
- COc1cccc(OC)c1C(=O)N1CCN(Cc2ccccc2C)CC1
→ 13.7	2.4	0.0	-17.5	-5.4	-23.9	-5.6	-9.1
- CCC1=C(c2ccc(C)cc2)S(=O)(=O)N=C1N1CCC(C(=O)NCCCN2CCCCC2C)CC1 (configuration not stated)
→ 0.9	6.7	19.4	5.8	-6.4	12.0	10.2	2.7
- CC(Sc1nnc(-c2cccs2)n1N)C(=O)NCC1CCCO1 (configuration not stated)
→ -0.2	-13.5	3.7	-5.2	-9.9	5.6	-0.5	-4.4
- O=C(Nc1ccc(Cl)c(Cl)c1)OCc1cnc(Cl)s1
→ 6.5	-20.9	20.6	-8.6	4.4	-4.7	-8.4	1.1
- CN(C)C(=O)CCc1ccc2c3c([nH]c2c1)[C@]1(CCC2CCCC2)[C@@H](C(=O)N2CCOCC2)C[C@H](CC(=O)NCCC2=CCCCC2)C(=O)N1CC3
→ 6.3	-0.5	30.9	1.5	1.6	·	·	·
- O=C(CSc1nnc(Cc2csc(Nc3cccc(Cl)c3)n2)o1)N1CCc2ccccc21
→ -2.9	1.1	13.8	5.6	3.5	-5.3	39.7	-9.1
- COc1ccc(-c2nsc(SCC(=O)NCc3ccc4c(c3)OCO4)n2)cc1
→ -13.2	-19.4	-26.4	-25.8	-0.5	-32.7	3.6	-14.6
- CCC(CC)C(=O)c1c[nH]c(C(=O)NCCCn2ccnc2)c1
→ 3.7	6.8	5.2	-40.9	-3.0	-8.2	-6.8	2.3
- COc1ccc(NC(=O)C(C)(C)Oc2ccc(Cl)cc2)cn1
→ -2.5	-2.6	6.7	-1.4	-1.1	6.4	-0.6	2.6
- O=C(O)C1CCCCC1C(=O)NCc1ccc2c(c1)OCO2 (configuration not stated)
→ 7.7	-5.8	-5.7	-4.1	-14.8	6.8	-1.8	3.3
- CCN=C1S/C(=C/c2ccc(-c3ccc(F)cc3)o2)C(=O)N1CC
→ 7.7	2.1	31.5	-15.4	4.4	-4.8	9.6	-6.9
- c1ccc(OCc2cc(-c3ccccc3)no2)cc1
→ 10.2	-85.2	3.3	-67.4	-0.3	-75.5	5.5	15.2
- N#CC1=C(N)Oc2cc(O)c(Cl)cc2C1c1cccnc1 (configuration not stated)
→ 6.3	-13.0	-0.1	3.6	0.6	-3.4	-15.0	0.0
- CSc1cc(-c2ccc(Cl)cc2)[nH]c(=O)c1C#N
→ 3.7	1.5	-12.5	7.9	7.7	-3.4	21.4	-2.8
- CC1CN(CCOCCOc2ccccc2-c2ccccc2)CC(C)O1 (configuration not stated)
→ 1.9	16.7	6.0	-1.9	-5.0	6.6	-1.9	-6.6
- Cc1cc(Oc2ccccc2)nc(NCc2ccccc2)n1
→ 6.9	-23.5	18.9	-5.0	-1.3	-0.9	0.5	-6.6
- O=C(COC(=O)c1cc2ccccc2cc1O)c1ccccc1
→ -7.9	-3.5	12.3	-12.6	-4.2	3.2	-4.7	8.1
- CC1CCCN(c2nc3nonc3nc2N2CCCC(C)C2)C1 (configuration not stated)
→ -1.1	-20.6	8.5	19.5	-3.9	16.6	0.1	-3.3
- O=C(CCC1CCCN(C(=O)Cc2ccc(F)cc2)C1)N1CCN(c2ccccn2)CC1 (configuration not stated)
→ 4.4	-18.5	-2.9	9.5	-5.1	1.7	21.4	-5.8
- COc1cccc(CNc2cccc3cccnc23)c1O
→ 66.3*	7.0	71.5*	19.7	16.7	27.6	-115.1	80.3*
- CC1CCCN(c2ccc(C(=O)NCc3ccco3)cc2[N+](=O)[O-])C1 (configuration not stated)
→ 6.3	0.4	10.3	6.8	0.2	3.4	-16.4	3.2
- CCOc1ccc(NC(=O)CCN2C(=O)c3ccccc3C2=O)cc1
→ -7.0	-10.2	1.0	-2.9	-8.9	4.5	0.7	-8.3
- CCOc1cc(OCC)cc(C(=O)NCCCN2CCOCC2)c1
→ -1.8	-6.3	-6.2	9.3	-5.5	2.5	8.9	-1.2
- CCOC(=O)Cn1c2ccccc2c2nc3ccccc3nc21
→ -13.1	1.9	15.7	-23.0	2.1	-23.0	-6.0	-3.8
- O=[N+]([O-])c1ccc(Nc2ccc(N3CCOCC3)cc2)c([N+](=O)[O-])c1
→ -2.7	-38.1	9.4	-2.2	-5.7	-6.5	-79.4	-9.1

Compounds from the list above with a thiophene ring, fused or not:
Every second line gives: SENP7 inh	Gli-Sufu antag	Apaf-1 inh	697 NFkB inh	HKDC1 inhibitor	Jurkat NFkB inh	UBC13 inh	SENP8 block
- CCOC(=O)C1CCN(S(=O)(=O)c2ccc(Cl)s2)CC1
→ 6.8	-5.2	1.7	16.0	-3.4	11.8	4.1	5.5
- CC1CCc2c(sc(NC(=O)COC(=O)c3ccc(NC(=O)CC#N)cc3)c2C#N)C1 (configuration not stated)
→ 12.9	-23.8	22.5	-9.4	1.6	-16.8	-16.2	-8.9
- CC(Sc1nnc(-c2cccs2)n1N)C(=O)NCC1CCCO1 (configuration not stated)
→ -0.2	-13.5	3.7	-5.2	-9.9	5.6	-0.5	-4.4

Further records:
Every second line gives: SENP7 inh	Gli-Sufu antag	Apaf-1 inh	697 NFkB inh	HKDC1 inhibitor	Jurkat NFkB inh	UBC13 inh	SENP8 block
- COc1ccc(-c2csc(NC(=O)c3cc(C)on3)c2C#N)cc1OC
→ 1.2	-2.9	-6.9	-14.4	5.7	6.6	17.4	-2.6
- O=[N+]([O-])c1cc(F)c(N2CCCCC2)cc1N1CCOCC1
→ 1.6	8.0	-18.8	20.7	-7.0	7.5	-29.8	4.0
- Cc1ccc(NS(=O)(=O)c2ccc(N/N=C/c3ccncc3)c([N+](=O)[O-])c2)c(C)c1
→ 0.4	1.0	13.4	-1.0	-8.0	4.6	-40.7	4.5
- Cc1nonc1C1CCCN1C(=O)c1cc(COc2ccc(F)cc2Cl)on1 (configuration not stated)
→ -3.7	2.3	13.6	-5.3	-9.5	-16.4	9.5	-0.2
- Cc1cc(NC(=O)C2CCN(S(=O)(=O)c3c(C)noc3C)CC2)ccc1Br
→ -21.1	-6.0	9.3	3.0	-0.6	-5.6	-7.3	-11.7
- COC(=O)c1ccc(CNC(=O)c2ccc3c(c2)OCCO3)cc1
→ -2.2	5.7	9.3	-2.9	-4.2	4.9	0.0	4.4
- CCCCCN(C(=O)NC(=O)NC(C)CC)S(C)(=O)=O (configuration not stated)
→ 34.6	-0.6	-7.2	2.2	2.2	-7.2	1.0	7.5
- CC(=O)/C(=C/Nc1ccc(Oc2ccccc2)cc1)c1ccccc1
→ 2.1	-18.8	16.2	-12.1	-3.8	-8.1	3.0	6.6
- O=C(Nc1cccc(F)c1)c1cccc(S(=O)(=O)N2CCOCC2)c1
→ 4.5	0.5	-1.5	-15.5	1.1	-6.8	-7.5	3.7
- Cc1noc(C)c1COC(=O)c1ccccc1Oc1ccccc1
→ -8.1	14.2	13.7	-7.3	7.2	-10.2	5.9	-2.7
- COc1ccc(C(=O)c2sc(Nc3ccccc3)nc2N)cc1
→ -6.6	31.9	17.4	-73.7	4.4	16.2	-2.0	-8.3
- COc1ccc(CNC(=S)N2CCN(S(=O)(=O)c3cccc(F)c3)CC2)cc1
→ -4.6	0.9	-1.7	-29.4	-2.9	-15.7	-10.8	1.4
- COc1ccc(CCNC(=O)c2csc3c2CCCC3)cc1OC
→ -12.9	-0.1	-1.3	-19.3	0.1	1.1	-11.7	12.8
- O=C1CCN(C(=O)/C=C/c2ccccc2)c2ccccc21
→ 1.5	-12.1	0.1	-16.3	-2.6	-32.0	3.8	-14.0
- O=C(O)c1sccc1NC(=O)c1c(Cl)cccc1Cl
→ 1.5	-6.8	2.0	10.5	-0.4	13.0	0.3	8.2
- CC(C)(C)NC(=O)c1sccc1C(=O)O
→ 3.0	-4.1	-11.5	0.4	-8.7	-7.9	-0.1	9.0
- Cc1ccn2c(=O)nc(SCC(=O)NCc3ccccc3Cl)nc2c1
→ -4.6	-7.3	-0.1	11.5	10.4	-5.5	-2.3	9.4
- Cc1ccccc1C(=O)Nc1nnc(-c2ccc(C(C)(C)C)cc2)s1
→ -4.3	-16.6	21.3	-27.2	-2.6	-9.1	2.7	-8.0
- COc1ccc(-c2cc(C(=O)NCCCN3CCOCC3)no2)cc1
→ 7.8	19.2	-0.3	28.1	-5.2	-8.3	2.3	0.8
- CNS(=O)(=O)c1cccc(C(=O)OCC(=O)N(Cc2ccccc2)C(C)(C)C)c1
→ -3.3	-3.0	-2.9	-26.6	-6.1	-12.4	0.0	8.2
- COc1ccccc1NC(=O)Cn1nnc(C(=O)NCc2ccc3c(c2)OCO3)c1N
→ -4.2	11.1	-3.5	1.5	2.9	4.5	-1.6	0.3
- COC(=O)c1ccccc1NC1OC(=O)c2ccccc21 (configuration not stated)
→ -0.2	0.7	-1.5	-1.7	-2.5	-0.5	4.2	2.7
- O=C(CSc1nnc(CNc2ccc(F)cc2)o1)N1CCCc2ccccc21
→ -6.4	3.4	2.7	-0.8	1.0	1.5	-4.8	-8.6
- CC(=O)NS(=O)(=O)c1ccc(N=c2ssc3c2-c2ccc(C)cc2NC3(C)C)cc1
→ -7.4	-10.8	10.5	-38.6	2.1	-11.5	-20.5	-4.5
- CCOC(=O)c1c(-c2ccccc2)nc2ccccn12
→ -1.5	-7.8	0.1	1.1	-1.0	8.6	8.7	-0.2

Compound activity deposited in PubChem by Sanford-Burnham Center for Chemical Genomics.
